Salmonella PhoP GFP = inhibitors of PhoP regulon expression, primary screen, Salmonella Typhimurium, GFP reporter (AID 1863); one-dose inhibition, % at 50 µM; IC50 in µM for titrated hits; actives 0.16% (n = 300,000); S. Typhimurium PhoP-regulated promoter GFP reporter, 4 h; higher % means a stronger effect;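 active means inhibition over 29.93%, a cutoff 3 SD above the screen mean, later confirmed by dose response; inconclusive means inhibition over 29.93% but no dose response follow-up; inactive means inhibition at most 29.93% or unconfirmed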;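 further: 0% = low Mg2+ inducing control and 100% = high Mg2+ repressing control; strong numbers were not always called active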
MgcRacGAP inhibition = MgcRacGAP GTPase-activating activity inhibitors, confirmation, biochemical, ADP Hunter fluorescence. Rac GTPase-activating protein 1 (Homo sapiens). MgcRacGAP-stimulated Rac1 GTP hydrolysis, ADP Hunter fluorescence; higher % means a stronger effect; GST-tagged Rac1 F28L mutant substrate. one-dose inhibition, % at 30 µM; IC50 in µM for titrated hits. actives 0.6% (n = 340,000). AID 624330, 2012;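 active means first-screen hits whose inhibition reached a set limit at any dose in the follow-up dose series; inconclusive means inhibition above the set first-screen limit but never retested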;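 further: fluorescence reports GDP produced by GAP-driven GTP hydrolysis; strong numbers were not always called active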
RSV antiviral HEp-2 = RSV antiviral activity via CPE protection, HEp-2 cells, primary 10 µM value included (AID 2391); CPE inhibition, % at 10 µM, or IC50 in µM where a hit was titrated; actives 0.13% (n = 310,000); HEp-2 cells, RSV-induced CPE inhibition; higher % means a stronger effect; in the data active means a potency from the dose series; inconclusive means CPE inhibition mostly from about 23% at the one dose, without a potency; inactive means the rest, 99 in 100 with CPE inhibition below about 21%; further: strong numbers were not always called active
SV40 large T antigen = SV40 large T antigen inhibitors, biochemical (AID 1903) | inhibition, % at 20 µM, or IC50 in µM where a hit was titrated | actives 0.39% (n = 310,000) | SV40 large T antigen ATPase/helicase inhibition assay; higher % means a stronger effect; in the data active means a potency from the dose series; inconclusive means inhibition mostly from about 32% at the one dose, without a potency; inactive means the rest, 99 in 100 with inhibition below about 32%; further: strong numbers were not always called active
Myeloid diff MLP = induction of myeloid progenitor differentiation, primary screen, cell-based, flow cytometry, MLPCN library; ER-HoxA9 myeloid progenitors, lysozyme-GFP differentiation; calls only at 10 µM; actives 1% (n = 360,000); AID 624256, 2012;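 active means normalized GFP-positive differentiation at or above the plate's own cutoff, the solvent-only control mean plus 3 SD; inconclusive means no clear call, values can overlap the other calls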;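 further: cells exposed to compound for four days before flow analysis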
b-catenin transl = modulators of beta-catenin nuclear translocation, primary screen, imaging, HeLa cells, immunofluorescence, high-content; actives 0.3% (n = 190,000); nuclear translocation activity, % at 5 µM; AID 1665, 2009;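 active means nuclear translocation activity above 50% at 5 µM, with a well cell count of 50 or more; inconclusive means wells under 50 cells across six images, flagged as toxic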;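 further: per-cell ratio of nuclear to cytoplasmic median beta-catenin stain intensity; plate controls were DMSO negative control for no effect and GSK-3 inhibitor IX positive control for full effect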
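Test system: human HeLa cell line; Doses: 5 µM primary, 0.02–20 µM confirmation; Incubation: 24 h compound exposure, 37°C; Detection: beta-catenin immunofluorescence imaging with DAPI; Read-out: beta-catenin nuclear/cytoplasmic ratio, % activation.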
WT yeast gro inh = growth inhibition of WT strain, primary screen, mitochondrial fusion inhibitor project, WT and mutant strains, chemical genetic | mitochondrial fusion phenotypic screen | inhibition, % at 10 µM | actives 2.1% (n = 190,000) | AID 1362, 2008; in the data active means inhibition above about 58%; tested in S. cerevisiae
West Nile virus CPE = West Nile virus antiviral activity, cell-based, CPE readout (AID 1621); actives 0.02% (n = 290,000); West Nile virus-infected cells, CPE inhibition; higher % means a stronger effect; one-dose CPE inhibition, % at 10 µM; IC50 in µM for titrated hits; in the data active means a potency from the dose series; inconclusive means CPE inhibition mostly from about 3.7% at the one dose, without a potency; inactive means the rest, 99 in 100 with CPE inhibition below about 2.2%; further: strong numbers were not always called active
T cell modulator = modulators of CD8 T cell-vesicle binding, primary screen, mouse 2C CD8+ T cells, flow cytometry; AID 2052, 2009; calls only at 7 µM; 2C CD8+ T cell-vesicle binding; stronger effect = lower value; actives 0.068% (n = 330,000);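 active means response, share of CD8 T cells binding vesicles, and their 90th percentile fluorescence all below set limits, cut at about 80% in these data, passing the limit was not always enough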
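Material: murine 2C transgenic CD8+ T lymphocytes / Also added: QL9-peptide-loaded Drosophila micro-vesicles bearing Ld, ICAM-1 and B7-1 / Schedule: binding step 1.5 h, 37 °C, antibody labelling 20 min, ice / Signal: flow cytometry, PE anti-B7-1 (FL2) versus Alexa647 anti-CD8 (FL8), PFA-fixed / Evaluation: percent CD8+ FL2 mean versus row control / Benchmarks: naked versus QL9-loaded vesicles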
WT yeast gro inh mutant strain = second read-out of WT yeast gro inh, no call of its own (marks repeat the call); inhibition, %; mitochondrial fusion phenotypic screen, mutant strain inhibition
b-catenin transl cell count 5 µM = recorded beside b-catenin transl, whose call it bears; cell count; measured here: cell count, cytotoxicity flag
T cell modulator vesicle-bound % = second read-out of T cell modulator, no call of its own (marks repeat the call); double positive events, %; measured here: CD8+ vesicle-bound cell fraction;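 binding gate set so that unloaded-vesicle control wells show 10% double positive cells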
Myeloid diff MLP GFP+ MAC1+ % = further read-out of Myeloid diff MLP, marked with its call; GFP+ MAC1+ double positive, %; measured here: differentiation confirmed by MAC1 staining
Numbers without * were called inactive; i = inactive; ? = inconclusive; . = no result given; + = active, no number.

Screens in order – Salmonella PhoP GFP, MgcRacGAP inhibition, RSV antiviral HEp-2, SV40 large T antigen, Myeloid diff MLP, Myeloid diff MLP GFP+ MAC1+ %, b-catenin transl, b-catenin transl cell count 5 µM, WT yeast gro inh, WT yeast gro inh mutant strain, West Nile virus CPE, T cell modulator, T cell modulator vesicle-bound %
COC(=O)c1cc2ccccc2c(-c2c(OC)c(C(=O)OC)cc3ccccc23)c1OC
 : -6%, 3%, 1.0%, 10%, +, 2.2*, ., ., 72*, 47*, 0.1%, i, 40
CCOC(=O)c1c(C)[nH]c(C)c1C(=O)CSc1nc2ccccc2c(=O)n1-c1ccc(C)cc1
 : 1%, 3%, 14%, 10%, i, 0.5, 1.8, 1080, 37, -3, 0.6%, i, 38
CC1CCN(CCCn2c(=S)[nH]c3c(sc4ccccc43)c2=O)CC1
 : -1%, ?, -2.4%, 15%, i, 0.3, 0.8, 991, -13, -7, -0.1%, i, 54
CC1CCN(S(=O)(=O)c2ccc(NC(=O)CN3CCCCCC3)cc2)CC1
 : -3%, -9%, 0.0%, 30%, i, 2.8, ., ., ., ., -0.6%, i, 25
CCN(CC)C(=O)c1cnn(-c2ccccc2)c1NC(=O)c1ccco1
 : -7%, 4%, 0.0%, 22%, i, 6.5, ., ., -7, -2, ?, i, 48
Cn1c(=O)c2c(nc(NCc3ccco3)n2Cc2ccccc2Cl)n(C)c1=O
 : 25%, 17%, -1.6%, 4%, i, 1.5, 4.2, 1127, 1, -5, -0.2%, i, 4
CCOC(=O)c1cnc(-n2cc(C)cn2)nc1Nc1ccccc1OC
 : -3%, 10%, 1.4%, 6%, i, 0.7, ., ., -10, -8, 1.0%, i, 31
CNCc1ccccc1Sc1cccc(O)c1
 : 2%, -3%, 4.8%, 26%, i, 0.4, -0.7, 548, -16, -13, -0.5%, i, 49
Cc1ccc(OCc2cc(C(=O)N3CCN(C)C[C@@H]3c3ccccc3)no2)cc1C
 : -1%, 12%, 0.7%, 5%, i, 0.6, ., ., ., ., -1.1%, i, 72
O=S(=O)(N/N=C/c1ccc(OC2CSC2)cc1)c1ccccc1
 : 5%, 5%, 0.5%, 2%, i, 0.3, 1.1, 1020, -15, -11, 0.8%, i, 41
CCOc1ccccc1N=CC1=C(O)CC(c2ccccc2)CC1=O (centres undefined)
 : -2%, 6%, 3.1%, 11%, i, 0.6, 0.2, 1521, 10, 5, -0.1%, i, 1
Cc1ccc(CCN2C(=O)CCC2(C)C(=O)NCc2cccnc2)cc1 (centres undefined)
 : -9%, 4%, 1.4%, 6%, i, 7.9, ., ., 2, 9, -0.5%, i, 50
O=C(Cc1c(Cl)cccc1Cl)NCCc1ccc(Cl)cc1
 : -11%, 6%, 4.5%, 7%, i, 0.9, -1.8, 894, -19, 0, -0.9%, i, 9
CCOC(=O)C1CCN(CC(=O)NC(=O)NC2CCCCC2)CC1
 : -2%, 1%, 0.0%, 1%, i, 1.0, ., ., -1, 8, -0.1%, i, 42
CCOc1ccc(C(=O)NC2CC3CCCC(C2)N3CC(C)C)cc1 (centres undefined)
 : 5%, 9%, 0.8%, 1%, i, 0.4, -5.0, 1087, 11, 5, -0.8%, i, 37
Cc1ccccc1CN(C)C(=O)COC(=O)CSc1ccc([N+](=O)[O-])cc1
 : 4%, 2%, -0.8%, 57%, i, 0.6, ., ., ., ., ., i, 19
O=C(C1=C(O)C(=O)N(Cc2cccnc2)C1c1ccccn1)c1cccs1 (centres undefined)
 : 3%, 3%, 1.6%, -1%, i, 0.3, -0.1, 1474, -10, -5, 0.2%, i, 34
C=CCOc1ccc(C(=O)c2ccccc2)c(OCC(=O)NC2(C#N)CCCC2)c1
 : 3%, 0%, 2.9%, 5%, i, 2.9, ., ., ., ., -0.4%, i, 21
CN(C(=O)C(C)(C)C)c1ccc(OCC(=O)N2CCc3ccccc3C2)cc1
 : -4%, 8%, 1.2%, 7%, i, 0.8, ., ., ., ., -0.5%, i, 17
CN(C)CCNC(=O)C(=O)NCC(c1ccc2c(c1)OCO2)N1CCN(c2ccc(F)cc2)CC1 (centres undefined)
 : 4%, 8%, -2.3%, 8%, i, 4.7, ., ., ., ., -0.6%, i, 60
CN(C)c1ccnc(Oc2ccc(F)cc2)c1C#N
 : 29%, 0%, -0.5%, 1%, i, 1.4, 0.1, 1412, 17, 23, 2.2%, i, 38
COc1ccccc1CN1C2CCCC1CC(NC(=O)/C=C/c1ccccc1)C2 (centres undefined)
 : -5%, ., -1.8%, -1%, i, 0.1, 1.3, 986, -3, -12, -1.7%, i, 55
CC(C)CCOc1ccc(C(=O)O)cc1
 : 1%, 12%, 2.0%, 1%, i, 0.4, 1.3, 1277, 2, -12, 0.4%, i, 20
Cc1ccc(-c2cc(Cc3ccccc3)c(=O)[nH]n2)cc1
 : -13%, ., 5.2%, 8%, i, 0.1, -1.1, 1275, ., ., 0.1%, i, 17
Cc1cc(C)nc(N2CCCC(C(=O)Nc3ccc4c(c3)OCO4)C2)n1 (centres undefined)
 : -3%, 7%, 1.0%, 3%, i, 0.5, -0.7, 1018, 7, -3, -0.1%, i, 42
O=C(O)Cc1ccc(C(=O)c2ccc(Cl)cc2)s1
 : -1%, 11%, 1.1%, 5%, i, 3.0, -13, 1148, -10, -20, -0.1%, i, 30
CC1CCN(S(=O)(=O)c2ccc3c(c2)N(CC(=O)NCCCN2CC(C)CC(C)C2)C(=O)CS3)CC1 (centres undefined)
 : -5%, 12%, 0.2%, 9%, i, 3.8, ., ., ., ., -0.2%, i, 29
Cc1ccc(CS(=O)(=O)CC(C)(O)c2ccccc2)cc1 (centres undefined)
 : 0%, 9%, 2.9%, 5%, i, 0.3, ., ., ., ., 0.4%, i, 62
COC(=O)c1ccc(-n2c(CCC(=O)O)ccc2-c2ccc(C)cc2)cc1
 : -3%, 2%, 3.2%, 5%, i, 0.3, ., ., ., ., -0.5%, i, 27
CCCCC1(CCCC)NC(=S)N(Nc2ccc(C)cc2)C1=O
 : 4%, 7%, 1.2%, -7%, i, 5.0, ., ., 6, -1, -0.6%, i, 9
COC(=O)[C@@H]1CCCN1C(=O)CCc1nnc(CCC2CCCCC2)o1
 : 11%, 6%, 1.7%, 3%, i, 0.6, 1.0, 1573, 11, -10, -0.6%, i, 58
CCn1c(-c2ccccc2O)n[nH]c1=S
 : -8%, 12%, 2.0%, 8%, i, 7.6, -2.8, 1135, 4, 4, -0.2%, i, 10
NS(=O)(=O)c1ccccc1
 : -10%, 6%, 1.7%, 12%, i, 0.6, -1.1, 1212, ., ., 0.2%, i, 51
Cc1ccn2c(NC3CCCC3)c(-c3ccncc3)nc2c1
 : 5%, 55µM*, 0.8%, 33%, i, 0.3, -1.7, 1133, 18, 9, -0.6%, i, 38
COc1ccc(CN(C)CC(=O)NC(=O)NC2CCCCC2)cc1
 : ., 8%, 2.4%, ., i, 0.6, ., ., ., ., ., i, 22
Cc1nc(-c2nnc(SCC(=O)Nc3ccc(Cl)cc3)n2C)cs1
 : 2%, 3%, -2.2%, 8%, i, 0.3, -1.8, 1347, ., ., 0.1%, i, 25
CCOCN(C(=O)Cn1c(COC)nc2ccccc21)c1c(C)cccc1CC
 : -5%, 6%, 0.8%, 4%, i, 0.3, -5.4, 1207, 19, 8, -0.9%, i, 21
Cc1ccccc1C(=NCCCN(C)C)c1ccccc1C
 : 5%, 5%, -0.1%, 6%, i, 0.5, -0.3, 984, 13, 10, 0.0%, i, 43
CN(C)c1ccc(/C=N/c2cc(-c3ccccc3)nn2-c2ccccc2)cc1
 : 35%, 2%, ?, -2%, i, 0.3, -0.4, 1126, 21, -1, -0.5%, i, 23
C#CCOCCOCCOCCNc1nc(N2CCN(C(=O)[C@H](CCC(=O)O)n3cc(C(N)CC(C)C)nn3)CC2)nc(N2CCN(C(=O)[C@H](Cc3ccc(O)cc3)n3cc(C(N)CC(C)C)nn3)CC2)n1 (some centres undefined)
 : -3%, -1%, -0.4%, 4%, i, 0.7, -2.0, 1108, -1, 4, 0.2%, i, 32
O=C(NC1CC2CCCC(C1)N2C(=S)Nc1ccc(Cl)cc1)C1CC1 (centres undefined)
 : -3%, 4%, 5.7%, 7%, i, 3.5, ., ., ., ., -0.7%, i, 42
CC12CCCCC1N(O)C(=O)C(=O)N2O (centres undefined)
 : 5%, 4%, 1.0%, -20%, i, 0.3, 0.5, 874, 3, 2, 0.0%, i, 12
O=C(NCCN1CCCC1)c1ccccc1Cl
 : ., 3%, 1.5%, ., i, 0.3, -2.0, 976, -8, -19, 0.3%, i, 56
COc1ccc(/C=C2\SC(=O)NC2=S)cc1OC
 : -23%, 7%, 1.8%, 12%, ?, ., -6.3, 521, 16, 19, -0.7%, i, 50
COC(=O)C(C)NC(=O)c1cn(-c2ccccc2OC)c(=O)c2ccccc12 (centres undefined)
 : -6%, 16%, 0.3%, 15%, i, 0.3, ., ., ., ., 0.1%, i, 25

Single records, from the list above. Order of screens: Salmonella PhoP GFP	MgcRacGAP inhibition	RSV antiviral HEp-2	SV40 large T antigen	Myeloid diff MLP	Myeloid diff MLP GFP+ MAC1+ %	b-catenin transl	b-catenin transl cell count 5 µM	WT yeast gro inh	WT yeast gro inh mutant strain	West Nile virus CPE	T cell modulator	T cell modulator vesicle-bound %
Cc1ccn2c(NC3CCCC3)c(-c3ccncc3)nc2c1 is listed as 5%	55µM*	0.8%	33%	i	0.3	-1.7	1133	18	9	-0.6%	i	38
Cc1ccccc1C(=NCCCN(C)C)c1ccccc1C is listed as 5%	5%	-0.1%	6%	i	0.5	-0.3	984	13	10	0.0%	i	43
CCOCN(C(=O)Cn1c(COC)nc2ccccc21)c1c(C)cccc1CC is listed as -5%	6%	0.8%	4%	i	0.3	-5.4	1207	19	8	-0.9%	i	21
CCn1c(-c2ccccc2O)n[nH]c1=S is listed as -8%	12%	2.0%	8%	i	7.6	-2.8	1135	4	4	-0.2%	i	10

High-throughput results: PubChem BioAssay, several laboratories
